HDAC3 inh – HDAC3 deacetylase inhibitors, primary screen, biochemical, fluorescence, cell-free homogeneous; recombinant HDAC3, fluorogenic peptide/trypsin coupled; inhibition, % at 8.3 µM; hit rate 0.15% among 320,000; in the data active means inhibition above about 26%, passing the limit was not always enough; inconclusive means no clear call, values can overlap the other calls
Target sequence (O15379 whole entry, looked up): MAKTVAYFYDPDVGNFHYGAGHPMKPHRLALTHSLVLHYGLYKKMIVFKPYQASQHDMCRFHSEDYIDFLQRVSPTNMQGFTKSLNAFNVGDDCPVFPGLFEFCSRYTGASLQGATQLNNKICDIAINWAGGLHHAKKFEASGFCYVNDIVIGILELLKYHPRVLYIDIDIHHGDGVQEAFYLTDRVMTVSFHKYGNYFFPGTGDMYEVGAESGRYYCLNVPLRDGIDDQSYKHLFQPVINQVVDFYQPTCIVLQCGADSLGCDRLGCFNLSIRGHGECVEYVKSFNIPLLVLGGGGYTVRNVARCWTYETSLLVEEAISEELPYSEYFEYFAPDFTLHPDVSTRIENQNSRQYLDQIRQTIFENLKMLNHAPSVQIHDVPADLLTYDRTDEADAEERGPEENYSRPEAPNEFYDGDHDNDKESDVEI
HIF activator – HIF pathway transcriptional activators, primary screen, cell-based, U2OS HRE-luciferase, luminescence; U2OS HRE-luciferase reporter; normalized: DMSO 0%, desferrioxamine 100%; activation, % at 7.5 µM (by protocol); hit rate 0.32% among 300,000;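 active means mean activation of at least 10% of the iron chelator positive control signal, with at least half of replicates also reaching 10%; inconclusive means mean and replicate majority disagree about reaching 10%; inactive means mean and most replicates under 10%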
KLF5 inh – KLF5 expression inhibitors, primary screen, DLD-1 cells, luminescence; DLD-1 KLF5 promoter-luciferase reporter; hit rate 0.23% among 290,000; inhibition, % at 5 µM;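 active means inhibition above a per-plate limit of that plate's mean compound inhibition plus 3 SD, cut at about 60% in these data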;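 further: 0% = DMSO wells and 100% = LY294002 at 200 µM; higher means less KLF5 promoter-driven luciferase light; inactives centre near -14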
Platelet DG rel – inhibitors of platelet dense granule secretion, primary screen, cell-based, MLPCN, human platelets; hit rate 0.22% among 300,000; human platelet-rich plasma, SFLLRN dense granule ATP release, luminescence; inhibition, %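 (compounds screened at 7.5 µM in platelet-rich plasma)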; AID 1663, 2009;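 active means mean replicate score, as percent of positive control, at or above 50; inconclusive means mean below 50 but at least one replicate at or above 50; inactive means mean and every replicate below 50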
aSyn 5UTR inh – MLPCN primary screen, SNCA 5' untranslated region | alpha-synuclein 5'UTR reporter, inhibitor activity | inhibition, % (tested at 7.5 µM) | hit rate 0.82% among 300,000 | AID 1813, 2009; in the data active means inhibition above about 60%; inconclusive means no clear call, values can overlap the other calls;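 further: H4 neuroglioblastoma cells stably carrying SNCA 5'UTR luciferase fusion; 0% = DMSO wells and 100% = positive control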
HSP90 inh – HSP90 inhibitors, primary screen, cell lysate, luminescence. Rabbit reticulocyte lysate, luciferase refolding luminescence, 3 h. Heat shock protein HSP 90 (rabbit reticulocyte lysate; luciferase refolding). inhibition, % at 5.6 µM. AID 1789, 2009. hit rate 0.91% among 290,000;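 active means inhibition above the screen-wide mean plus 3 SD, computed separately per campaign, cut at about 16% in these data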;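 further: 0% = DMSO wells and 100% = 60 µM geldanamycin wells; inhibitors lower the luminescence because luciferase stays unfolded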
AI-2 QS mod – Vibrio harveyi AI-2 quorum sensing modulators, primary screen, JMH597 strain, luminescence/OD600 ratio | activity change, % at 7.5 µM | hit rate 0.4% among 300,000 | Vibrio harveyi JMH597 AI-2 luminescence/OD600 ratio, 9 h; hits give low values; strain lacks LuxN and CqsS sensors; 0 = neutral-control median; in the data active means activity change below about -75%, passing the limit was not always enough; inconclusive means no clear call, values can overlap the other calls;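 further: luminescence divided by OD600 gain over 9 h not by final OD600 alone; inactives centre near 13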
HSF1 inh – HSF1 inhibitors in luciferase reporter cells, primary screen, cell-based, NIH3T3, luminescence. NIH3T3-HGL HSE-luciferase, MG132-induced, luminescence 8 h; hits give low values. activity change, negative = inhibition, % at 7.5 µM (by protocol). hit rate 0.77% among 300,000. AID 2098, 2009;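 active means more than half of replicate wells show activity change below -50%, luminescence cut by over half; inconclusive means some wells, but at most half, below -50%; inactive means no replicate well below -50%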;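 further: luciferase reports HSF-1 transcriptional activity via heat shock element; 0% = median of DMSO wells and -100% = zero luminescence signal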
HSF1 activator – HSF-1 activators, primary screen, NIH3T3-HGL cells, MG132 stress, luminescence, single point. NIH3T3-HGL HSF-1 luciferase reporter, 8 h; 100% = twice DMSO control signal. activation, % at 9 µM. hit rate 1.7% among 300,000;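 active means mean replicate activation of at least 50% with a set share of replicates each reaching 50%; inconclusive means only one of those two conditions met; inactive means mean below 50% and too few replicates reaching it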;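 further: 0% = median of the neutral control wells and 100% = twice that signal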
IEC-6 cytotox – cytotoxicity in IEC-6 intestinal epithelial cells, primary screen, cytotoxicity control for KLF5 inhibitor project, cell-based, luminescence | IEC-6 cytotoxicity, luminescence viability | inhibition, % at 5 µM | hit rate 0.78% among 290,000; in the data active means inhibition above about 22%;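 further: 0% = plate median of test compound wells and 100% = cytotoxic reference compound wells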
Active calls of the source: *.

What do the screens show for `CC(=O)Nc1nnc(-c2ccccn2)o1`?
HDAC3 inh: -4.5; HIF activator: -0.8; KLF5 inh: 4.4; Platelet DG rel: 1.0; aSyn 5UTR inh: -4.6; HSP90 inh: -2.1; AI-2 QS mod: 11.5; HSF1 inh: -5.5; HSF1 activator: 2.0; IEC-6 cytotox: 2.9

How did C[n+]1cccc2ccc3c(c21)OC(N)=C(C#N)C3c1ccccc1 (stereo unspecified) do in these assays?
HDAC3 inh: inconclusive; HIF activator: -0.9; KLF5 inh: 8.9; Platelet DG rel: 17.1; aSyn 5UTR inh: 9.7; HSP90 inh: 9.0; AI-2 QS mod: 15.3; HSF1 inh: -5.5; HSF1 activator: 17.8; IEC-6 cytotox: 1.7

What do the screens show for `O=C1CN(C(=O)CSc2ccc(-c3ccc(F)cc3)nn2)c2ccccc2N1`?
HDAC3 inh: 6.0; HIF activator: 0.5; KLF5 inh: -18.5; Platelet DG rel: -0.4; aSyn 5UTR inh: -4.7; HSP90 inh: 3.0; AI-2 QS mod: 4.4; HSF1 inh: 15.6; HSF1 activator: 19.2; IEC-6 cytotox: -3.0

How did Cc1cc(=O)oc2cc(NC(=O)CCOc3ccccc3)ccc12 do in these assays?
HDAC3 inh: -1.3; HIF activator: 2.5; KLF5 inh: -43.4; Platelet DG rel: 1.9; aSyn 5UTR inh: -82.1; HSP90 inh: 2.2; HSF1 inh: 0.7; HSF1 activator: 29.7; IEC-6 cytotox: 9.3

What do the screens show for `Cc1ccc(S(=O)(=O)N2CCN(C(=O)CSc3ccccn3)CC2)c(C)c1`?
HDAC3 inh: -4.0; HIF activator: -0.3; aSyn 5UTR inh: -6.5; AI-2 QS mod: 14.9; HSF1 inh: 3.6; HSF1 activator: 14.0

What do the screens show for `Cc1cc(=O)nc2c3ccccc3n(CC(=O)NCCCN3CCCCC3C)n12` (stereo unspecified)?
HDAC3 inh: 0.1; HIF activator: -0.4; KLF5 inh: -27.4; Platelet DG rel: -22.2; aSyn 5UTR inh: 2.0; HSP90 inh: 0.4; AI-2 QS mod: 12.2; HSF1 inh: -10.3; HSF1 activator: 6.9; IEC-6 cytotox: -1.8

What do the screens show for `NS(=O)(=O)c1ccc(NC(=O)c2ccc(F)cc2F)c(NC(=O)c2ccc(F)cc2F)c1`?
HDAC3 inh: 2.8; HIF activator: -0.2; KLF5 inh: -34.5; Platelet DG rel: 9.7; aSyn 5UTR inh: -0.2; HSP90 inh: 0.3; AI-2 QS mod: 10.9; HSF1 inh: -0.1; HSF1 activator: 1.0; IEC-6 cytotox: 3.3

What do the screens show for `C=CCn1c(O)c(C2=c3ccccc3=NC2=O)sc1=Nc1ccc(O)cc1`?
HDAC3 inh: 0.7; HIF activator: -0.4; Platelet DG rel: -17.6; aSyn 5UTR inh: -3.8; AI-2 QS mod: 14.2; HSF1 inh: 8.9; HSF1 activator: 36.9

What do the screens show for `N#Cc1ccc(C(=O)Nc2ccc3ccccc3c2)cc1`?
HDAC3 inh: 1.6; HIF activator: 1.7; KLF5 inh: -132.6; Platelet DG rel: 10.8; aSyn 5UTR inh: -41.9; HSP90 inh: -2.7; AI-2 QS mod: 20.8; HSF1 inh: 27.5; HSF1 activator: 49.4; IEC-6 cytotox: 8.7

How did Cc1ccc(S(=O)(=O)Nc2ccc(O)c3ccccc23)c(C)c1 do in these assays?
HDAC3 inh: 0.4; HIF activator: -18.0; KLF5 inh: -29.4; Platelet DG rel: 0.2; aSyn 5UTR inh: 14.1; HSP90 inh: 1.5; AI-2 QS mod: -1.5; HSF1 inh: 6.6; HSF1 activator: 19.2; IEC-6 cytotox: 1.8

Results for CCOc1ccc(C(=O)NCC(C)CN(C)C)cc1OCC (stereo unspecified) ?
HDAC3 inh: 5.0; HIF activator: -0.4; KLF5 inh: -8.3; Platelet DG rel: -8.0; aSyn 5UTR inh: 9.1; HSP90 inh: -0.9; AI-2 QS mod: -2.6; HSF1 inh: 1.8; HSF1 activator: -2.5; IEC-6 cytotox: 2.6

Results for CCOc1ccc(N(C(=O)c2ccccc2Cl)C2=NC(C)(C)CS2)cc1 ?
HDAC3 inh: 7.4; HIF activator: 1.6; KLF5 inh: -26.1; Platelet DG rel: -14.4; aSyn 5UTR inh: -79.0; HSP90 inh: -1.8; AI-2 QS mod: -22.6; HSF1 inh: 18.2; HSF1 activator: 51.2*; IEC-6 cytotox: -3.3

Results for O=C(Cn1nnc2ccccc21)N/N=C/c1ccco1 ?
HDAC3 inh: 3.8; HIF activator: -0.2; KLF5 inh: -12.8; Platelet DG rel: -1.5; aSyn 5UTR inh: 4.8; HSP90 inh: 1.9; AI-2 QS mod: 3.5; HSF1 inh: -2.9; HSF1 activator: -0.3; IEC-6 cytotox: 2.3

Results for O=C(Nc1cccnc1)OC1CCCCC1 ?
HDAC3 inh: 0.6; HIF activator: 0.8; KLF5 inh: -30.8; Platelet DG rel: 9.6; aSyn 5UTR inh: -26.7; HSP90 inh: 1.2; AI-2 QS mod: 16.5; HSF1 inh: 3.1; HSF1 activator: -2.2; IEC-6 cytotox: -4.7

How did COc1ccc(NC(=O)NCc2ccncc2)c(OC)c1 do in these assays?
HDAC3 inh: -1.6; HIF activator: 0.2; KLF5 inh: 1.7; Platelet DG rel: -2.8; aSyn 5UTR inh: -14.2; HSP90 inh: 0.9; AI-2 QS mod: 15.5; HSF1 inh: -10.1; HSF1 activator: -15.7; IEC-6 cytotox: -4.3

What do the screens show for `CSc1nnc(CNC(=O)c2ccccc2)n1-c1ccc(F)cc1`?
HDAC3 inh: 2.3; KLF5 inh: -7.5; HSP90 inh: -2.3; IEC-6 cytotox: -5.7

Results for Cc1cccc(CNS(=O)(=O)c2ccc(-c3ccc(=O)[nH]n3)s2)c1 ?
HDAC3 inh: 1.8; HIF activator: -0.4; KLF5 inh: -8.7; Platelet DG rel: 0.2; aSyn 5UTR inh: 3.1; HSP90 inh: 0.8; AI-2 QS mod: -1.2; HSF1 inh: -3.1; HSF1 activator: -10.3; IEC-6 cytotox: 3.7

Results for O=C(O)Cn1c(SCc2ccccc2)nc2ccccc21 ?
HDAC3 inh: 3.3; HIF activator: 0.7; KLF5 inh: -31.0; Platelet DG rel: 6.4; aSyn 5UTR inh: -26.7; HSP90 inh: 3.5; AI-2 QS mod: 15.4; HSF1 inh: -14.6; HSF1 activator: -9.1; IEC-6 cytotox: 3.2

How did CCCCOC(=O)C1CCCC(C)N1 (stereo unspecified) do in these assays?
HDAC3 inh: -1.8; HIF activator: 0.9; KLF5 inh: -55.4; Platelet DG rel: -1.9; aSyn 5UTR inh: -16.2; HSP90 inh: 4.5; AI-2 QS mod: 3.8; IEC-6 cytotox: -3.1

Results for N/C(=N\NC(=O)c1ccc(F)cc1)c1cc2ccccc2oc1=O ?
HDAC3 inh: -3.7; HIF activator: -0.3; KLF5 inh: -9.0; Platelet DG rel: -1.3; aSyn 5UTR inh: -1.4; HSP90 inh: -1.0; AI-2 QS mod: 21.0; HSF1 inh: 7.0; HSF1 activator: -3.1; IEC-6 cytotox: 6.6

What do the screens show for `O=[N+]([O-])c1ccccc1S(=O)(=O)Nc1ccc2c(c1)OCCO2`?
HDAC3 inh: 3.8; HIF activator: 0.2; KLF5 inh: -43.9; Platelet DG rel: 0.1; aSyn 5UTR inh: -14.1; HSP90 inh: -0.5; AI-2 QS mod: 11.0; HSF1 inh: -2.5; HSF1 activator: -7.7; IEC-6 cytotox: -0.7

How did CC1CCN(C(=O)CCc2nnc(-c3ccccc3)o2)CC1 do in these assays?
HDAC3 inh: 0.5; HIF activator: 2.5; KLF5 inh: -47.4; Platelet DG rel: 5.5; aSyn 5UTR inh: -106.3; HSP90 inh: -6.1; AI-2 QS mod: -20.1; HSF1 inh: 20.3; HSF1 activator: 23.9; IEC-6 cytotox: -1.9

Results for Cc1ccnc(NC(=O)c2cccs2)c1 ?
HDAC3 inh: 5.4; HIF activator: 2.5; KLF5 inh: -69.6; Platelet DG rel: 37.5; aSyn 5UTR inh: -117.8; HSP90 inh: 0.2; AI-2 QS mod: 3.5; HSF1 inh: 8.7; HSF1 activator: 22.9; IEC-6 cytotox: 0.5

How did Nc1c(C(=O)Nc2ccccc2)sc2nc(-c3cccnc3)ccc12 do in these assays?
HDAC3 inh: 6.1; HIF activator: 0.1; KLF5 inh: -62.1; Platelet DG rel: 24.2; aSyn 5UTR inh: 25.9; HSP90 inh: 2.2; AI-2 QS mod: 14.5; HSF1 inh: -4.8; HSF1 activator: -4.1; IEC-6 cytotox: 2.1

What do the screens show for `COC(=O)C1(CCSC)NC(c2ccco2)C2C(=O)N(C)C(=O)C21` (stereo unspecified)?
HDAC3 inh: 11.4; HIF activator: -0.3; KLF5 inh: -21.4; Platelet DG rel: 0.4; aSyn 5UTR inh: -17.9; HSP90 inh: -1.1; AI-2 QS mod: 9.5; HSF1 inh: 2.8; HSF1 activator: 37.0; IEC-6 cytotox: -3.7

How did Cc1nn(CC(=O)NCc2ccc(Cl)cc2)c(C)c1[N+](=O)[O-] do in these assays?
HDAC3 inh: 0.5; HIF activator: -0.2; KLF5 inh: -7.4; Platelet DG rel: 9.9; aSyn 5UTR inh: 13.1; HSP90 inh: 0.7; AI-2 QS mod: 3.9; HSF1 inh: -0.4; HSF1 activator: 5.3; IEC-6 cytotox: -7.8

What do the screens show for `O=C(CCNc1ccc(Cc2ccncc2)cc1)c1cccc([N+](=O)[O-])c1`?
HDAC3 inh: 0.5; HIF activator: 0.4; KLF5 inh: -26.0; Platelet DG rel: -6.9; aSyn 5UTR inh: 9.7; HSP90 inh: 4.2; AI-2 QS mod: 29.4; HSF1 inh: 4.1; HSF1 activator: 47.6; IEC-6 cytotox: 2.4

How did O=C(c1ccco1)n1nc(-c2ccc(Cl)cc2)nc1NCc1ccco1 do in these assays?
HDAC3 inh: 6.8; HIF activator: 1.6; KLF5 inh: -1.7; Platelet DG rel: 0.6; aSyn 5UTR inh: -176.3; HSP90 inh: 4.8; AI-2 QS mod: 22.2; HSF1 inh: 7.9; HSF1 activator: 9.3; IEC-6 cytotox: 3.3

Results for Cc1ccc(C(=O)CSc2nnnn2C(C)C)c(C)c1 ?
HDAC3 inh: 0.5; HIF activator: -1.4; KLF5 inh: -132.7; Platelet DG rel: 2.4; aSyn 5UTR inh: 38.9; HSP90 inh: 55.5*; AI-2 QS mod: 20.2; HSF1 inh: 28.3; HSF1 activator: 54.0*; IEC-6 cytotox: -4.3

How did S=c1[nH]nc(-c2ccc(Br)o2)n1Cc1ccccc1 do in these assays?
HDAC3 inh: 3.1; HIF activator: -0.2; KLF5 inh: -20.1; Platelet DG rel: -0.9; aSyn 5UTR inh: 3.3; HSP90 inh: 4.2; AI-2 QS mod: -3.7; HSF1 inh: -1.4; HSF1 activator: 12.9; IEC-6 cytotox: 1.5

What do the screens show for `CCN(CC(=O)Nc1ccc2c(c1)OCCO2)C(=O)c1ccc(Cl)cc1Cl`?
HDAC3 inh: 5.1; HIF activator: 3.6; Platelet DG rel: 17.6; aSyn 5UTR inh: -111.7; AI-2 QS mod: 18.4; HSF1 inh: 23.8; HSF1 activator: 19.1
